SUMO Mot1 rescue: blocks SUMOylation pathway, rescuing yeast Mot1-301 growth | S. cerevisiae Mot1-301 growth rescue, ATP luminescence, 38.5C; percent above DMSO median, 100 means doubled | growth rescue, % at 18.8 µM | 1% of 320,000 active;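 active means every valid replicate shows activation above 250% relative to neutral control wells; inactive means the rest, any valid replicate at or below 250%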;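 further: OY570 slx delta 5 strain wells were the positive control but not used for scaling; some compounds called inactive have numbers as strong as hits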
Arr AP2 block: human beta-arrestin and AP2 interaction inhibition. FITC-arrestin peptide / GST-AP2 beads, flow cytometry; AP2 beta2 appendage carries R879A mutation. inhibition, % at 10 µM. 0.31% of 340,000 active. AID 504490;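 active means inhibition above a set limit, near 3 SD of compounds lacking own fluorescence, cut at about 54% in these data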;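 further: plate controls were DMSO wells for no effect and 5 µM unlabelled arrestin peptide for full effect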
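System: GST-AP2 R879A glutathione beads | Also added: FITC-arrestin peptide, 50 nM | Times: 12 min plus 1 h, RT | Signal: Bead flow cytometry, FITC channel | Buffer or medium: PBS with 0.05% Tween 20 and 0.1% BSA | Read-out basis: Percent drop in bead-associated FITC signal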
PKA-R1A activ: PKA-R1A complex activation. P00514+P68181. AID 504707. activation, % at 11.4 µM. PKA-R1A dissociation, Cy5-IP20 fluorescence polarization; scaled: DMSO 0%, 113 µM cGMP 100%. 0.083% of 340,000 active;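 active means percent activation above the mean of all tested compounds plus 3 SD, cut at about 19% in these data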;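 further: higher means more PKAc released from R1A so a rise in polarization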
MITF act: activators of MITF-driven TRPM1 promoter activity in SK-MEL-5 cells | SK-MEL-5 TRPM1-promoter luciferase, 24 h; % of positive control, neutral wells = 0 | activation, % at 12.5 µM | 0.75% of 300,000 active;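 active means mean activation of at least 80% with every replicate also reaching 80%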;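 further: 0% = neutral control wells and 100% = parthenolide positive control wells; values of inactives mirror those of a sister screen read the other way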
DSG3 Ab inh: inhibitors of pemphigus antibody binding to human desmoglein-3. DSG3-coupled beads, scFv-anti-DSG3-GFP binding, flow cytometry; active compounds read low. binding (percent of control), % at 10 µM. 0.48% of 310,000 active;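 active means binding more than 3 SD below its plate's average and above zero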;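 further: hits lower antibody fragment binding to DSG3; some compounds called inactive have numbers as strong as hits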
NSD2 inh: NSD2 (human) methyltransferase inhibition. O96028. NSD2 peptide methylation, AlphaScreen, 120 min. inhibition, % at 12.5 µM. 0.54% of 310,000 active. AID 743445; in the data active means inhibition above about 50%
SR-BI HDL uptake: blocks mouse SR-BI lipid uptake from DiI-HDL | ldlA[mSR-BI] CHO cells, DiI-HDL uptake fluorescence, 3 h | inhibition, % at 12.5 µM | 0.96% of 320,000 active;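 active means mean replicate inhibition of at least 70% and a set share of replicates each scoring 70 or more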;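 further: 0% = median of neutral control wells and 100% = median of positive control wells; values of inactives mirror those of a sister screen read the other way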
Target sequence (Q61009 whole entry, looked up): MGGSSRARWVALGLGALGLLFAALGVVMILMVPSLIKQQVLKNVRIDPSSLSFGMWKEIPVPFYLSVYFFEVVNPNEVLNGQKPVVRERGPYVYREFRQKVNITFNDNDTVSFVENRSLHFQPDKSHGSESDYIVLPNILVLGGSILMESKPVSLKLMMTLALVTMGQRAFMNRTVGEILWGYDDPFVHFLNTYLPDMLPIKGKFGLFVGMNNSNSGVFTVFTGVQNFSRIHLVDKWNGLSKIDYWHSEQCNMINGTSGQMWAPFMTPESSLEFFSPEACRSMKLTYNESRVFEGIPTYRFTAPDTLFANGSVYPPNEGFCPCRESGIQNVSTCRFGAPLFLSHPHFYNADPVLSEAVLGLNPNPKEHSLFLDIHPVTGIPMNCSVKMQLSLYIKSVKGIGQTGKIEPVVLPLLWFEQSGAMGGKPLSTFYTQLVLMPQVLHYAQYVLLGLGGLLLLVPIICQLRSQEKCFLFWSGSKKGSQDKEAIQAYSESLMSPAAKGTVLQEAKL
dFosB activator: activators of mouse delta FosB homodimer | P13346 | purified delta FosB, TAMRA-CDK5 oligo fluorescence polarization; percent of positive-control signal above neutral wells | activation, % at 25 µM | 0.99% of 340,000 active | AID 493131;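 active means mean activation above about 17%, with every replicate also reaching it, limit read from the data, passing the limit was not always enough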;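 further: fluorescence polarization rise as delta FosB binds a TAMRA Cdk5 AP-1 oligo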
Target sequence (P13346 whole entry, looked up): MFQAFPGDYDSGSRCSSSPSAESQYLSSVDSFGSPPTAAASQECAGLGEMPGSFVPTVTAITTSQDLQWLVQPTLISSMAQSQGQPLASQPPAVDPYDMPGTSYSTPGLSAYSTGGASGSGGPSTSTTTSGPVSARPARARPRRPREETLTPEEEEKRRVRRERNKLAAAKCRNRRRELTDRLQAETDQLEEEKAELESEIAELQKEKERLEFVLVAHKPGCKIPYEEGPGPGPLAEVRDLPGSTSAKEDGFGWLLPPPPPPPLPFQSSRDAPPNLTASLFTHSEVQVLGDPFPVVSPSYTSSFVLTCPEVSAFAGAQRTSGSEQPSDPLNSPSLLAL
CDK5 inh: inhibitors of human CDK5/p35 kinase; AID 488839; inhibition, % at 10 µM; 0.01% of 330,000 active; Recombinant CDK5/p35, ADP-Glo luminescence, 60 min; Q00535+Q15078;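 active means highest replicate inhibition of at least 50% and at least 75% of replicates reaching 50%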;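 further: plate controls were DMSO neutral control for no effect and GW8510 at 10 µM for full effect; many of its hits are not listed in these tables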
PKA-R2B activ: activators of human PKA-R2B complex. P22694+P31323. PKA-R2B holoenzyme dissociation, Cy5-IP20 fluorescence polarization; R2B truncated from residue 108, S112A mutant; 0% DMSO only, 100% 113 µM cGMP. activation, % at 11.4 µM. 0.079% of 340,000 active;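 active means activation above a cutoff set at the mean over all compounds plus 3 SD, cut at about 18% in these data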;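 further: higher means more holoenzyme dissociation and a rise in polarization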
SR-BI DiI-HDL act: activators of SR-BI mediated HDL lipid uptake; 0.096% of 320,000 active; AID 504775; CHO ldlA[mSR-BI] cells, DiI-HDL uptake fluorescence, 3 h; 100 = double the neutral-control signal; activation, % at 12.5 µM;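 active means mean replicate activation of at least 60% and every replicate at or above 60%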;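 further: 0% = median plate neutral-control signal and 100% = twice that signal; values of inactives mirror those of a sister screen read the other way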
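Assay system: CHO ldlA[mSR-BI] cells, LDL receptor-null, SR-BI overexpressing; medium: Ham's F12 with 0.5% BSA, HEPES 25 mM, pH 7.4; also added: DiI-HDL 10 µg/mL; timing: 3 h uptake period with compound, 37 °C; signal: DiI fluorescence, bottom read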
An asterisk follows results filed as active; · = no result given.

The first 4 entries, to show the layout:
SUMO Mot1 rescue	Arr AP2 block	PKA-R1A activ	MITF act	DSG3 Ab inh	NSD2 inh	SR-BI HDL uptake	dFosB activator	CDK5 inh	PKA-R2B activ	SR-BI DiI-HDL act	smiles
-11	0	-15	51	102	1	-24	-1	0.2	-4	24	N/C(=N\OC(=O)/C=C/c1ccccc1)c1cccnc1
-6	36	-8	5	111	-1	-18	2	1.3	0	18	CC(C)(C)c1nc(N)nc(=O)[nH]1
153	1	2	-1	116	0	22	-2	0.6	-12	-22	CC(C)CNC(=O)CCc1nc(-c2ccccc2)no1
21	-5	-4	17	109	-3	1	-10	0.6	-12	-1	CCOc1ccc(/C=N/NC(=O)NC23CC4CC(CC(C4)C2)C3)cc1O

Main list, from the first entry:
SUMO Mot1 rescue	Arr AP2 block	PKA-R1A activ	MITF act	DSG3 Ab inh	NSD2 inh	SR-BI HDL uptake	dFosB activator	CDK5 inh	PKA-R2B activ	SR-BI DiI-HDL act	smiles
-11	0	-15	51	102	1	-24	-1	0.2	-4	24	N/C(=N\OC(=O)/C=C/c1ccccc1)c1cccnc1
-6	36	-8	5	111	-1	-18	2	1.3	0	18	CC(C)(C)c1nc(N)nc(=O)[nH]1
153	1	2	-1	116	0	22	-2	0.6	-12	-22	CC(C)CNC(=O)CCc1nc(-c2ccccc2)no1
21	-5	-4	17	109	-3	1	-10	0.6	-12	-1	CCOc1ccc(/C=N/NC(=O)NC23CC4CC(CC(C4)C2)C3)cc1O
-18	-18	5	-6	·	4	66	-4	0.0	-6	-66	CCc1cc2cccc(C)c2nc1SCC(=O)NC1CCCC1
-6	10	5	0	87	0	-11	0	-0.3	3	11	CCOC(=O)c1ncn2c1C(=O)OC2(C)C
8	6	-2	·	96	·	-6	3	1.0	5	6	Cc1nc2c(-c3ccc(F)cc3)c(C)nn2c(C)c1CCC(=O)N1CCOCC1
0	1	-16	14	105	-9	-20	-4	-0.9	-5	20	CSc1ccccc1NC(=O)CSCc1ccc(Br)cc1
-14	38	-14	-11	103	-4	-6	-8	0.8	7	6	CC(=O)Nc1ccc(SCC(=O)OCC(=O)NC(=O)NCCC(C)C)cc1
487	23	2	-24	88	·	11	-12	1.7	3	-11	Cc1[nH][nH]c(=O)c1C(c1c(C)[nH][nH]c1=O)c1cn(Cc2cccc3ccccc23)c2ccccc12
·	-3	-4	-11	94	1	11	-3	0.1	5	-11	O=C(O)c1ccccc1C=NN1CCCCCC1
-8	0	-17	10	126	3	13	-1	-0.9	0	-13	Cc1cccc(-n2c(-c3csc4ccccc34)n[nH]c2=S)c1
-6	23	7	0	99	-2	-3	2	0.8	4	3	CCOc1ccc(N(CC(=O)NN=C2CCN(C)CC2)S(C)(=O)=O)cc1
-7	5	12	0	104	0	-10	9	-1.8	-13	10	O=C1NC(NS(=O)(=O)c2ccccc2)(C(F)(F)F)C(=O)N1c1ccc(F)cc1 (centres undefined)
168	13	7	-2	107	-1	·	3	-1.9	-1	·	CN(Cc1ccc(Cl)cc1)C(=O)c1ccc2ccccc2n1
-9	-19	-10	-1	99	4	37	-16	-0.4	-2	-37	COc1ccc(NC(=O)COc2ccc(C)c(C)c2)cc1S(=O)(=O)N1CCCCC1
18	0	-1	8	97	-3	50	-1	-0.3	-2	-50	CCCCOc1ccc(/C=N/NC(=O)c2csc(C)c2C)cc1
-4	28	8	3	105	0	3	-11	1.3	7	-3	COC(=O)c1sccc1NC(=O)c1cc(-c2cccc(C)c2)nc2ccccc12
-8	-12	-3	2	102	-4	11	-4	2.5	2	-11	Cc1ccc(-n2c(CNC(=O)c3cccs3)nnc2SCC(=O)NO)cc1
·	-7	-7	17	98	2	-13	-4	-0.4	-8	13	COc1ccc(NC(=O)C(Cl)=C(Cl)Cl)cn1
10	33	5	3	95	-3	10	-5	0.1	11	-10	CC(=O)N(Cc1ccccc1)c1nc(-c2ccccc2)cs1
99	2	0	0	117	-9	-8	-4	0.6	-14	8	COc1cc(/C=C2\N=C(c3ccccc3)OC2=O)ccc1OC(C)=O
-13	-9	6	16	103	·	-12	-4	-0.6	8	12	CCCCN1C(Nc2ccccc2)=NC[C@@H]1C
541*	14	5	8	107	-2	13	0	-1.4	-3	-13	O=C(c1ccco1)N1N=C(c2ccc3nccnc3c2)CC1c1ccccc1 (centres undefined)
79	23	·	-2	99	-10	-16	-8	-1.1	·	16	Oc1ccc(N2CCN(C(=S)NCc3ccccc3)CC2)cc1
104	10	-2	·	97	-5	51	0	0.8	10	-51	CCOC(=O)c1sc(NC(=O)CSc2nc3c(cc2C#N)CCCCC3)c(C#N)c1C
11	1	-7	-4	115	2	-13	-3	1.4	-1	13	Cn1c(=O)c(C(=O)NCc2ccc(Cl)cc2)c(O)c2ccccc21
-15	-11	-2	-6	113	·	45	4	1.9	-1	-45	Cc1ccccc1NC(=O)c1ccc(CN(c2ccccc2)S(=O)(=O)c2ccccc2)cc1
78	2	-5	·	·	0	-410	-4	0.2	3	410*	CCOc1ccc(OCC)c(NS(=O)(=O)c2cccc3nsnc23)c1
98	4	1	-2	106	·	-13	-6	-0.1	1	13	CCN(C(=O)c1cc(S(=O)(=O)N2CCc3ccccc32)cn1C)c1ccccc1
2	-31	-3	7	114	-3	-22	-4	-0.4	-1	22	CCCCC(CC(O)COCC(C)C)C(=O)NN (centres undefined)
-4	9	11	-8	99	·	-19	-3	1.1	9	19	O=C(CC1Nc2ccccc2NC1=O)Nc1ccccc1 (centres undefined)
-1	4	-2	8	·	0	5	-3	0.5	8	-5	CSc1nnc(-c2ccc(S(=O)(=O)N3CCCCC3)cc2)o1
-23	-6	-15	-12	97	·	-39	-13	-2.1	-2	39	CCOC(=O)c1c(NC(C)=O)sc2c(O)c(Br)cc(Br)c12
-3	-6	1	-3	102	-4	-30	1	-7.3	3	30	CCOc1ccc(/C(O)=C2/C(=O)C(=O)N(CCN(C)C)C2c2ccccc2)cc1Cl (centres undefined)
474	-7	-2	19	87	-3	1	-9	-3.0	-4	-1	c1ccc(Cc2nn3c(C4COc5ccccc5O4)nnc3s2)cc1 (centres undefined)
0	2	-17	-5	101	·	-37	-3	0.8	-5	37	CC[C@H](C)[C@@H]1NC(=O)c2cc([N+](=O)[O-])cc(F)c2OCC[C@@H](C(N)=O)NC(=O)[C@H](CCCCN)NC1=O
-4	7	4	-12	101	-2	26	-11	-1.0	-20	-26	O=C(COC(=O)c1cccnc1Cl)Nc1cc(S(=O)(=O)N2CCCCC2)ccc1Cl
5	-11	0	-9	126	0	-14	-4	-1.2	14	14	c1ccc(NC(=NCc2ccco2)c2ccccc2)cc1
-12	-14	6	-73	100	·	7	-1	-0.8	0	-7	O=C(c1ccc(S(=O)(=O)Cc2ccccc2Cl)c([N+](=O)[O-])c1)N1CCN(c2ccccn2)CC1
4	12	-1	-1	121	-4	-26	-9	1.7	4	26	Cc1ccsc1C1C(C#N)=C(N)N(N(C)C)C2=C1C(=O)CC(C)(C)C2 (centres undefined)
22	15	0	-3	93	26	-5	4	-1.7	-6	5	CCCn1c(=N)n(CC(=O)O)c2ccccc21
-3	6	-10	2	103	·	-3	-13	-0.4	-5	3	C=CCOC(=O)C1=C[C@@H](c2cn(C(C)=O)c3ccccc23)C[C@@H](OCc2ccc(CO)cc2)O1
0	-1	1	-8	99	-2	44	0	2.6	-1	-44	CCOc1cc(/C=N/n2nnnc2N)ccc1OCc1c(C)no[n+]1[O-]
·	31	2	19	110	0	5	-11	-0.8	-7	-5	CC1(C)CC(NC(=O)c2cccc(S(=O)(=O)Nc3cccc(Cl)c3)c2)CC(C)(C)N1
3	2	-8	2	105	2	-36	-3	0.4	4	36	c1ccc(-c2ncc(CSc3nncn3-c3ccccc3)s2)cc1
-16	-15	-5	8	99	-1	·	10	-2.2	-2	·	CCC(CC)NC(=O)CN(c1ccccc1OC)S(=O)(=O)c1cccs1
135	5	8	-18	110	3	-6	-6	-3.9	9	6	COc1cccc(C(=O)C[n+]2ccccc2/C=N/O)c1
-10	-12	-5	-1	101	-1	-3	-16	-1.0	11	3	Cc1ccc(C)c(CSc2nnc([C@@H](N)C(C)C)o2)c1
-4	18	-4	4	61*	-1	49	-5	0.8	-3	-49	COc1cc(/C=C2/C(=N)N3OC(C)=CC3=NC2=O)ccc1OC(=O)c1ccco1
-8	-5	1	-17	104	-1	0	-7	-0.2	17	0	CCC(=O)c1ccc(OCCn2cncn2)cc1
-2	0	1	10	98	0	12	3	0.4	-8	-12	COC(=O)c1c(NC(=O)c2ccc(Br)o2)sc(C)c1C
4	3	-6	·	103	·	-18	0	0.8	1	18	COc1ccc(CNCCNC(=O)c2ccco2)c(OC)c1OC
-7	-1	-6	55	97	-2	-38	-18	-0.5	-9	38	CC(C)CC(=O)Nc1ccc2oc(-c3cccnc3)nc2c1
18	-6	2	17	102	·	27	1	-2.1	2	-27	C[C@@H]1CC=C[C@H]2[C@H]1C(=O)N(Cc1ccccc1)[C@H]2c1ccc(-c2ccc(F)cc2)cc1F
-8	2	-3	·	103	-1	33	-1	-1.5	1	-33	O=C(Nc1ccc(CN2CCS(=O)(=O)CC2)cc1)c1ccc(Cl)cc1

Further results
SUMO Mot1 rescue	Arr AP2 block	PKA-R1A activ	MITF act	DSG3 Ab inh	NSD2 inh	SR-BI HDL uptake	dFosB activator	CDK5 inh	PKA-R2B activ	SR-BI DiI-HDL act	smiles
-13	27	-6	-13	100	-2	-2	-5	-0.2	-8	2	Cc1c(NC(=O)c2ccccc2NS(=O)(=O)c2ccc(F)cc2)c(=O)n(-c2ccccc2)n1C
-7	3	-3	-7	·	0	-19	2	0.9	15	19	COc1cc(Cc2cc(N)nc(N)n2)cc(OC)c1OC
-6	9	-1	·	97	-1	-30	0	-0.6	2	30	O=C(c1ccccc1)N(Cc1ccco1)C1CCS(=O)(=O)C1 (centres undefined)
32	7	-1	·	116	1	·	-5	-1.3	0	·	Cc1cc(C)cc(NC(=S)N2CCN(c3ccccn3)CC2)c1
-5	4	-10	·	119	·	15	-5	1.5	7	-15	COC(=O)c1ccc(C(=O)OC)c(NC(=O)c2cccnc2)c1
8	9	-16	-5	103	1	4	-13	0.8	-17	-4	Cc1cc(C)cc(NS(=O)(=O)c2ccc(NC(=S)NC(=O)c3ccc(Br)o3)cc2)c1
7	9	6	·	101	-3	-8	5	0.6	-5	8	COc1ccc(NC(=O)c2ccc(Cl)cc2)c[n+]1[O-]

Source: PubChem BioAssay (several laboratories)
